Integrin act MD = integrin-mediated muscular dystrophy alleviation activation; AID 624291; 350,000 tested, 0.064% active; Potency, µM (titrated, usually from 38.3 µM), without a hit: top-dose activation, actives largely listed as activators; alpha7betagal myoblasts, beta-gal FDG fluorescence, 48 h;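 further: potency means the concentration at half of the fitted maximal effect; 100% = response of the positive control SU9516; nearly all actives have a fitted effect of over 60% in size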
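Alpha7betagal+/- myoblasts (passage 13) were plated 16-24 hr, then exposed to compounds (1:260 dilution of DMSO stock) for 48 hours at 37C. After MPER lysis, β-galactosidase reporter activity was read as FDG fluorescence (ex 480/em 540) after 30 minutes.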
GALK inh = blocks human galactokinase activity | P51570 | Purified GALK, Kinase-Glo residual ATP luminescence | Potency, µM (top dose mostly 57.5 µM), inactives show at the highest dose activity change, negative = inhibition, hits mostly inhibitors | 270,000 tested, 0.007% active | AID 1868; further: potency means the concentration at half of the fitted maximal effect; on the % scale 0 is the no-effect control and ±100 the full control effect
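Galactose (100 uM) and ATP (35 uM) were turned over by 5 nM GALK for 1 h at RT. Kinase-Glo Plus then converted the remaining ATP into a luminescent signal.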
TRPV1 agonist = agonists of human vanilloid receptor 1 (TRPV1). Q8NER1. TRPV1-expressing cells, Fluo-8 calcium influx, agonist mode. activation, % at 8.33 µM. 320,000 tested, 0.19% active; in the data active means activation above about 80%; inconclusive means between about 30% and that limit; further: 0% is about no effect
Target sequence (Q8NER1 whole entry, looked up): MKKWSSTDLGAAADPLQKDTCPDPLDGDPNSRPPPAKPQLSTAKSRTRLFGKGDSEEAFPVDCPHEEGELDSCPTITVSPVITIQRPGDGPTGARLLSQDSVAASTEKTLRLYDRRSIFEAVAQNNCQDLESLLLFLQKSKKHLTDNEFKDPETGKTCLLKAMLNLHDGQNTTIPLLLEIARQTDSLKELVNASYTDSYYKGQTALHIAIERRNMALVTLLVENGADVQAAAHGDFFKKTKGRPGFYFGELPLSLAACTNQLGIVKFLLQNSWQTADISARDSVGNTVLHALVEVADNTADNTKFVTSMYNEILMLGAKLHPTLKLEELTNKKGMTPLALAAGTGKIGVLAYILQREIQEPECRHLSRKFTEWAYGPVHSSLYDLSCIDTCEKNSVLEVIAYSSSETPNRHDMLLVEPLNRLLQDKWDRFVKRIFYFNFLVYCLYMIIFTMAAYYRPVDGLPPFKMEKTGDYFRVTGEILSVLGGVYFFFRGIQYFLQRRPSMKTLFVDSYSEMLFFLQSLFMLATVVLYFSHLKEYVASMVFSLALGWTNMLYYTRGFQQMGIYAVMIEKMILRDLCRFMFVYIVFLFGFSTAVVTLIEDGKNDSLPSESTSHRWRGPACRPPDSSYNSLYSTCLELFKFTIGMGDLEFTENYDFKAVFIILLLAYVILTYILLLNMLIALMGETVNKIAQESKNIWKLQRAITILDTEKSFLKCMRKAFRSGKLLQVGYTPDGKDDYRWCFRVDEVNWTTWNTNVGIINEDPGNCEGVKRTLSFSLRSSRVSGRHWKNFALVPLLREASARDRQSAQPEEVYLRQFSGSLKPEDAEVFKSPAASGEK
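Fluo-8 calcium influx in TRPV1-expressing cells, kinetic read (ex 480/em 520 nm). Compound added and read 3 min for agonist activity, followed by capsaicin at EC20 final and 2 min further read for enhancement.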
KCNH2 WT inh = KCNH2 (human, wildtype) channel inhibition; Q12809; U2OS, BacMam KCNH2, thallium flux FluxOr; hits give low values; activity change, % at 1.84 µM; 340,000 tested, 0.37% active; AID 720551;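 active means maximum activity change below -70%; inconclusive means maximum activity change between -70% and -50%; inactive means maximum activity change above -50%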; further: on the % scale 0 is the no-effect control and ±100 the full control effect
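U2OS cells were transduced with wild-type KCNH2 virus (2.03 x 10^8 / mL) for 4 h at room temperature, then cultured overnight at 37 C. Thallium flux was read with FluxOr dye. Rate constants were normalized to DMSO controls.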
MBNL1-CUG inh = inhibitors of human MBNL1 binding to CUG repeat RNA; Q9NR56; TR-FRET MBNL1-His/biotin-(CUG)12 binding, 665/545 ratio; Potency, µM (highest dose often 57.5 µM), inactives show top-dose activity change, negative = inhibition, most hits filed as inhibitors; 280,000 tested, 0.036% active; AID 2675; active means well fitted inhibition curve with a large enough effect in the signal ratio, with a control signal flat, not every such curve was filed as active; inconclusive means small, poorly fitted or top-dose-only effect, or effect the other way, or a change in a side signal; inactive means no such curve, though single readings can be large or run the other way; the % refers to the signal ratio; further: potency means the concentration at half of the fitted maximal effect; on the % scale 0 is the no-effect control and ±100 the full control effect
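TR-FRET readout: Ex 340 nm, 665/545 nm emission ratio, normalized to buffer-only (basal) and MBNL1-(CUG)12 controls. Complex of MBNL1-His with Biotin-(CUG)12, compounds 92 nM–58 uM, incubated 60 min at room temperature.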
KCNH2 3.1 block = inhibitors of human KCNH2 3.1 potassium channel isoform | U2OS KCNH2 3.1, thallium flux FluxOr; hits give low values | activity change, % (tested at about 1.8 µM) | 340,000 tested, 0.95% active | AID 720553;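 active means maximum activity change below -70%; inconclusive means maximum activity change from -70% to -50%; inactive means maximum activity change above -50%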;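 further: thallium influx rate constant from kinetic fluorescence after stimulation buffer; on the % scale 0 is the no-effect control and ±100 the full control effect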
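Channel expression came from 3.1 mutant virus (1.77 x 10^8 /mL) applied to suspended U2OS cells for 4 h. Flux was tracked with FluxOr dye plus Red40 quencher, and kinetic rate constants normalized to controls.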
CXXC DNA block = blocks binding of human MLL CXXC domain to DNA. Potency, µM (series often up to 115 µM), for the others: at the highest dose activity change, negative = inhibition, actives largely listed as inhibitors. Q03164. AID 2662. MLL-CXXC / FITC-HOXA9 DNA fluorescence polarization. 290,000 tested, 0.037% active; active means well fitted inhibition curve with a large enough effect in the polarisation, with a control signal flat, not every such curve was filed as active; inconclusive means small, poorly fitted or top-dose-only effect, or effect the other way, or a change in a side signal; inactive means no such curve, though single readings can be large or run the other way; the % refers to the polarisation; further: potency means the concentration at half of the fitted maximal effect
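Steps: dispense CXXC domain solution (7 uM) → pin compounds or unlabeled HOX-A9 DNA control → 5 min ambient → add FLSN-HOX-A9 solution (50 nM) → spin → 30 min ambient → fluorescence polarization. Tris pH 7.5/NaCl/DTT/BSA buffer.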
A-T KAP1 phos = potential ataxia-telangiectasia treatments restoring KAP-1 phosphorylation | […] A-T fibroblasts, KAP-1 phosphorylation AlphaLISA; neocarzinostatin DNA damage 30 min before lysis | Potency, µM (highest dose often 57.5 µM), without a hit: at the highest dose activation, hits mostly activators | 320,000 tested, 0.19% active | AID 485349; further: potency means the concentration at half of the fitted maximal effect; % of control where 0% means no effect; nearly all actives have a fitted effect of over 45% in size
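hTERT-immortalized A-T patient fibroblasts ([…]), 500 cells/well in OPTI-MEM, 1% FBS, got compounds for 60 min, then NCS for 30 min at 37C. Lysates were then assayed for phospho-KAP-1 by AlphaLISA (anti-pKAP1 donor, anti-KAP1 acceptor beads), 6 hr at 25C.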
FBPA coupling cs = coupling enzyme interference in Giardia aldolase counter-screen; coupling enzyme system counterscreen, AmpLite Red fluorescence; activity change, negative = inhibition, % at 58.2 µM, hits read low; 290,000 tested, 0.67% active; AID 2472; in the data active means activity change below about -30%; further: on the % scale 0 is the no-effect control and ±100 the full control effect
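Counterscreen of the coupled detection system alone, without aldolase: glyceraldehyde-3-phosphate coupling enzymes plus AmpLite Red readout. Compounds at 57.5 uM final, 10 min RT preincubation, 20 min RT reaction, fluorescence 525/598 nm.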
ASM inhibitor = human S-ASM enzyme inhibition. P17405. 340,000 tested, 0.006% active. placental ASM, HMU-PC fluorogenic substrate, 60 min. Potency, µM (series often up to 57.5 µM), for the others: at the highest dose activity change, negative = inhibition, hits mostly inhibitors; further: potency means the concentration at half of the fitted maximal effect
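Human placenta-derived ASM enzyme was preincubated with compound for 10 minutes at room temperature, then given fluorogenic substrate HMU-PC0 (9 uM final) for 60 minutes at 37 °C; a pH 10 stop preceded fluorescence reading at Ex 386/Em 447 nm.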
* marks the source's active call; other numbers are inactive results; ? = inconclusive; / = not tested or not shown; & = joins results of further samples; [ ] = dose if it differs, or a comment. Unless noted, the call rests on the fitted dose curve; in most records, active means well fitted curve in the direction sought with a large enough effect; inconclusive means small, poorly fitted or top-dose-only effect, or another doubt; inactive means no such curve, though single readings can be large; an effect the other way counts as inactive or inconclusive.

SMILES | Integrin act MD | GALK inh | TRPV1 agonist | KCNH2 WT inh | MBNL1-CUG inh | KCNH2 3.1 block | CXXC DNA block | A-T KAP1 phos | FBPA coupling cs | ASM inhibitor
CCC1CN2CCc3cc(OC)c(OC)cc3C2CC1CC1NCCc2c1[nH]c1ccc(O)cc21 (centres undefined) | ? | / | / | 1 | / | 23 | / | / | / | 5%
COC(=O)C1=C(c2ccc(C(C)=O)cc2)C[C@@H]2CC[C@H]1N2C(=O)NC1Cc2ccccc2C1 | 28% | / | 1 | 6 | / | -17 | / | 8% | / | 1%
O=C(O)C(Cc1cnc[nH]1)NS(=O)(=O)c1ccc(Cl)cc1 (centres undefined) | 1% | 0% | 4 | -2 | / | 5 | 9% | -2% | 0 | 7%
O=c1[nH]c2ccccc2o1 | 3% | / | 7 | -6 | ? | 2 | 4% | 3% | 0 | -4%
OCCOc1ccccc1 | -23% | / | -5 | -4 | / | 2 | 1% | -6% | / | 3%
O=C(Nc1ccc(Cl)cc1)Nc1ccc(Cl)c(Cl)c1 | -38%[inhibitor] | / | 15 | -9 | / | 13 | 2% | 9% | / | -13%
O=C(O)CCn1cc(C=C2C(=O)NC(=S)NC2=O)c(-c2ccccc2)n1 | 9% | 0% | -10 | -5 | -12% | -20 | 32µM* | 2% | 9 | -10%
CNC(=O)OCCc1nccn1C | 8% | 2% | 0 | 5 | 1% | 16 | 10% | -7% | 3 | 4%
Cc1ncc(CN2CCCC(C(=O)c3cccc(OC(C)C)c3)C2)s1 (centres undefined) | -38% | 7% | 4 | -5 | 5% | 5 | 14% | 5%[11.5 µM] | 1 | -1%
Cc1cccc(-n2c(O)c(C=Nc3ccc(Br)cn3)c(=O)[nH]c2=O)c1 | -10% | 1% | 24 | 1 | 6% | -2 | 3% | 14% | -5 | 8%
C[n+]1c2ccccc2nc2ccc(NCCO)cc21 | -13% | 5% | -1 | -1 | ? | 1 | 0% | -10% | -28 | -27%
O=[N+]([O-])c1ccc(Cl)c(Cl)c1Cl | / | / | 0 | -4 | / | -21 | / | -2% | / | -8%
O=c1[nH]c(=O)n(C2CCCCCC2)c(O)c1C=NCCCN1CCOCC1 | 16% | 3% | 0 | 2 | 13% | 12 | 8% | 5% | 0 | 0%
Cc1cccc(-n2c(O)c(/C=N/Nc3nc4c(c(=O)n(C)c(=O)n4C)n3C)c(=O)[nH]c2=S)c1 | -5% | 1% | 3 | 2 | ? | -3 | 33%[activator] | -7% | -5 | -2%
CCC1CCC(C)N(N=O)C1 (centres undefined) | -13% | / | / | -11 | / | 11 | / | / | / | 4%
CN(C)C(CNC(=O)Cc1c(Cl)cccc1Cl)c1ccccc1 (centres undefined) | -5% | 4% | -2 | 4 | -1% | -3 | 5% | 3% | 1 | 4%
Fc1ccc(C[n+]2c(-c3ccccc3)cc(-c3ccccc3)cc2-c2ccccc2)cc1 | -42%[inhibitor] | / | -2 | -16 | / | -37 | / | 12% | / | -9%
Nc1ncc2[nH]cnc2n1 | / | / | -2&-1 | -14&0 | / | -15&10 | / | -4%&-7% | / | 1%&4%
CC1CC(C)CC(C)C(O)C(C#N)=CC=CCC(C2CCCC2C(=O)O)OC(=O)CC(O)C(C)C1 (centres undefined) | -54%[inhibitor] | / | / | -4 | / | 16 | / | / | / | 2%
CN1Cc2ccccc2-n2nncc2C1 | 0% | / | / | 0 | / | -23 | / | / | / | 1%
Cc1ccccc1-n1c(-c2ccco2)nc2ccccc2c1=O | -16% | 0% | 2 | 1 | 4% | 5 | -2% | 0% | 2 | 0%
COc1ccc(OCC(=O)N2CCN(Cc3c[nH]c4ccccc34)CC2)cc1 | -37% | 4% | 2 | 1 | 0% | -3 | 20% | -11% | 1 | 1%
CCOCCSc1nc2c(c(-c3cccs3)c1C#N)CC/C2=C/c1cccs1 | -6% | -1% | -1 | -1 | 15% | / | ? | 8% | -1 | 239%[activator]
CC(=O)Nc1ccc(OC(=O)N(C)c2ccccc2)cc1 | 12% | 1% | 4 | 1 | -3% | -4 | 1% | 3% | 3 | -2%
CCCNS(=O)(=O)c1ccc(OCC(=O)N2CCN(Cc3ccc4c(c3)OCO4)CC2)c(C)c1 | -21% | / | 3 | 15 | / | 5 | / | 0% | / | 7%

Sorted by formula weight (largest number first): 5 of the compounds above.
SMILES | Integrin act MD | GALK inh | TRPV1 agonist | KCNH2 WT inh | MBNL1-CUG inh | KCNH2 3.1 block | CXXC DNA block | A-T KAP1 phos | FBPA coupling cs | ASM inhibitor
CC1CC(C)CC(C)C(O)C(C#N)=CC=CCC(C2CCCC2C(=O)O)OC(=O)CC(O)C(C)C1 (centres undefined) | -54%[inhibitor] | / | / | -4 | / | 16 | / | / | / | 2%
O=C(O)CCn1cc(C=C2C(=O)NC(=S)NC2=O)c(-c2ccccc2)n1 | 9% | 0% | -10 | -5 | -12% | -20 | 32µM* | 2% | 9 | -10%
Cc1ncc(CN2CCCC(C(=O)c3cccc(OC(C)C)c3)C2)s1 (centres undefined) | -38% | 7% | 4 | -5 | 5% | 5 | 14% | 5%[11.5 µM] | 1 | -1%
O=[N+]([O-])c1ccc(Cl)c(Cl)c1Cl | / | / | 0 | -4 | / | -21 | / | -2% | / | -8%
CCC1CCC(C)N(N=O)C1 (centres undefined) | -13% | / | / | -11 | / | 11 | / | / | / | 4%

Remaining list, next part
SMILES | Integrin act MD | GALK inh | TRPV1 agonist | KCNH2 WT inh | MBNL1-CUG inh | KCNH2 3.1 block | CXXC DNA block | A-T KAP1 phos | FBPA coupling cs | ASM inhibitor
CCCCn1c(NC(=O)c2ccc(Br)o2)c(C(=O)OCC)c2nc3ccccc3nc21 | -13% | / | 11 | -7 | -8%[11.5 µM] | -1 | -1% | 9% | -44* | /
CC(=O)c1c(O)n(-c2cccc(Cl)c2)c(=O)[nH]c1=O (tested in a mixture with another compound) | 16% | -3% | -6 | 0 | 11% | 13 | -1% | -3% | 3 | 0%
Cc1ccc(N2C(=O)NC(=O)/C(=C\C=C\c3ccco3)C2=O)cc1 | -39% | -6% | 19 | -4 | 6% | 6 | 2% | 10% | 2 | -3%
CCC(=NCC1CCCO1)c1c(O)n(-c2ccccc2C)c(=O)[nH]c1=O (centres undefined) | -24% | 3% | / | -1 | / | 1 | 1% | 2% | -1 | 9%
Cc1cnc(NC(=O)CN2CCCCC2)s1 | 5% | -9% | -1 | 9 | 6% | -5 | -1% | -5% | 0 | -1%
C/C(CC(c1ccccc1)c1c(O)c2ccccc2oc1=O)=N\Nc1ccc([N+](=O)[O-])cc1[N+](=O)[O-] (centres undefined) | ? | 0% | -1 | / | ? | -10 | -1% | -6% | 9 | -15%
Cc1cc2c(cc1C)NP(=S)(c1ccccc1)N2 | 12% | / | / | -1 | / | -2 | / | / | / | -3%
Cc1cccc(NC(=O)C(C)N2CC=C(c3ccccc3)CC2)c1 (centres undefined) | 3% | 1% | 21 | 11 | -4% | -13 | 5% | 8% | -1 | 5%
COc1ccc(C(=O)c2nc3ccccc3n2C(C)C)cc1 | 6% | -1% | 0 | -12 | -14% | -8 | -7% | 10% | 3 | -2%
CC(=NCCC(c1ccccc1)c1ccccc1)c1c(O)n(C)c(=O)n(C)c1=O | 21% | -4% | -2 | -13 | 3% | -8 | 3% | 7% | 0 | -5%
C=CCn1c(-c2ccc([N+](=O)[O-])cc2)n[nH]c1=S | 19% | 0% | -4 | -6 | ? | 15 | -6% | -2% | 5 | 1%
Cc1ccc(CN2C(=O)CN=C(c3ccccc3)c3ccccc32)cc1 | -46%[inhibitor] | 0% | 18 | 1 | / | 12 | -1% | -6% | -12 | -2%
Cc1ccc(-c2nn(Cc3ccccc3)cc2C=O)cc1C | -32% | -1% | 21 | -4 | / | -1 | 13% | -1% | -2 | -1%
COCCO[C@H]1CC[C@@]2(C)C(=CCC3C2CC[C@@]2(C)C3CC[C@]2(C)O)C1 (some centres undefined) | -12% | / | / | -1 | / | -4 | / | 22% | / | -5%
COc1ccc(C)cc1NC1=NC(C)(C)CS1 | ? | 9% | 0 | 6 | / | 1 | 0% | 3% | 1 | 1%
CCC(C)n1c(O)c(/C=N/Nc2ccccc2)c(=O)[nH]c1=S (centres undefined) | 8% | / | 3 | 1 | 26% | 8 | -1% | -2% | 0 | -2%
COc1ccc(OC)c(N2C(=O)/C(=C/c3ccco3)C(=O)NC2=S)c1 | 3% | -20% | -5 | -26 | 23% | -5 | -4% | -23% | 0 | -16%

Compound activity: PubChem, National Center for Advancing Translational Sciences (NCATS)

Only part of the results is shown, so the mix of outcomes need not match the whole.
